# RAD52 inh: RAD52 DNA annealing inhibitors, primary screen, biochemical, FRET, single point, set 2; DNA repair protein RAD52 homolog (Homo sapiens), P43351; recombinant RAD52 DNA annealing, FRET fluorescence; inhibition, % at 18.7 µM; hit rate 0.46% among 360,000;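 active = every replicate showing at least 50% inhibition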
# Target sequence (P43351 whole entry, looked up): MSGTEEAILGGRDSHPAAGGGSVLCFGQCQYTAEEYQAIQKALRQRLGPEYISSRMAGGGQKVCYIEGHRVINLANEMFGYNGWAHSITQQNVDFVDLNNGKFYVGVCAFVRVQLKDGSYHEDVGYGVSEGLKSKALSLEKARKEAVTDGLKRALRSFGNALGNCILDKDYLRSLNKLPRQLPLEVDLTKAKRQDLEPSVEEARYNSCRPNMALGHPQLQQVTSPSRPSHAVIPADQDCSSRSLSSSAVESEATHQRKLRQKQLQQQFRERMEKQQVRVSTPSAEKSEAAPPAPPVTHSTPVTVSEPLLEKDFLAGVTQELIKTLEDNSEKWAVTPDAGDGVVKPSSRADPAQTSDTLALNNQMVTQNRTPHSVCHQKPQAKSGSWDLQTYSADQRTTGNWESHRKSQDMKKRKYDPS
# Xi reactivation: activators of inactive X chromosome reactivation, primary screen, imaging, XiGFP fibroblasts, GFP high-content imaging, set 2. activation, % at 7.58 µM. hit rate 0.055% among 360,000. XiGFP mouse fibroblasts, % GFP-positive cells imaging, 3 d; cells co-treated with 5-aza-dC sensitizer; scaled so ellipticine positive control = 100%;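 active = mean normalized replicate activation at least 10% and every replicate at or above 10%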;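 also: 0% = median of on-plate neutral control wells and 100% = ellipticine 6 µM median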
#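 material = 68-5-11 XiGFP fibroblast line | medium = DMEM plus 5-aza-dC sensitizer | schedule = 3 days compound exposure | benchmarks = positive control ellipticine, 6 µM final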
# RAD54 inh: inhibitors of human RAD54 branch migration, primary screen, biochemical, fluorescence, single point; DNA repair and recombination protein RAD54-like (Homo sapiens), Q92698; RAD54 Holliday junction branch migration, FAM/BHQ fluorescence; inhibition, % at 10.4 µM; hit rate 0.14% among 360,000; AID 602329, 2012;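 active = mean normalized replicate activity at least 40 and at least half of replicates scoring 40 or more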;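 also: 0% = median of neutral control wells and 100% = median of positive control wells; inhibitors cause a drop in the FAM fluorescence signal; in these data hits start at about 50%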
# S100A4 MyoIIA: inhibitors of S100A4-myosin IIA peptide binding, primary screen, biochemical, fluorescence polarization, TAMRA-MyoIIA peptide. inhibition, % at 10.7 µM. hit rate 0.14% among 360,000. AID 652163, 2013;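 active = mean inhibition of at least 70% across replicates, with every replicate also reaching that level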
# Target sequence (P26447 whole entry, looked up): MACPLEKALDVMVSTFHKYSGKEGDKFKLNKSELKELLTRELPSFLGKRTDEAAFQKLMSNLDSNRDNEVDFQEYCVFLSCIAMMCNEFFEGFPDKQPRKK
#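 Material: S100A4 monomer protein / Buffer or medium: 50 mM HEPES pH 7.2, 10 mM CaCl2, 100 mM KCl / Times: 5 min incubation before reading / Benchmarks: neutral control DMSO, positive control TFP / Reagent: labelled myosin peptide probe, 5 nM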
# esBAF inh: Bmi1 luciferase reporter increase in mESCs, primary screen, esBAF inhibitor project, mouse ES cells, Bmi1 luciferase knock-in, single point; reporter increase, % at 12.5 µM; hit rate 2% among 350,000; AID 602393, 2012; 24 h; 100% = twice the neutral-well signal; in the data active = activation above about 40%;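 also: 0% = median of the plate's neutral control wells and 100% = double that signal; a rise in the Bmi1 reporter signal indicates esBAF inhibition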
# ERAP1 HTS inh: human ERAP1 aminopeptidase inhibitors, primary screen, biochemical, single point, plate reader; hit rate 0.15% among 340,000; inhibition, % at 10.7 µM; recombinant ERAP1, Leu-AMC fluorescence, 60 min;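 active = mean replicate inhibition of at least 30%, or all replicates individually reaching that 30% level; inactive = mean below 30% and not every replicate reaching it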;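 also: 0% = neutral control wells and 100% = L-leucinethiol positive control wells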
# ERp5 inh: inhibitors of ERp5-driven insulin aggregation, primary screen, biochemical, turbidity, absorbance 650 nm, single point | Protein disulfide-isomerase A6 (Homo sapiens), Q15084 | 90 min | inhibition, % at 9.99 µM | hit rate 0.05% among 350,000 | AID 651711, 2012;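 active = mean replicate inhibition above about 25%, with every replicate also reaching it, limit read from the data, passing the limit was not always enough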
# Target sequence (Q15084 whole entry, looked up): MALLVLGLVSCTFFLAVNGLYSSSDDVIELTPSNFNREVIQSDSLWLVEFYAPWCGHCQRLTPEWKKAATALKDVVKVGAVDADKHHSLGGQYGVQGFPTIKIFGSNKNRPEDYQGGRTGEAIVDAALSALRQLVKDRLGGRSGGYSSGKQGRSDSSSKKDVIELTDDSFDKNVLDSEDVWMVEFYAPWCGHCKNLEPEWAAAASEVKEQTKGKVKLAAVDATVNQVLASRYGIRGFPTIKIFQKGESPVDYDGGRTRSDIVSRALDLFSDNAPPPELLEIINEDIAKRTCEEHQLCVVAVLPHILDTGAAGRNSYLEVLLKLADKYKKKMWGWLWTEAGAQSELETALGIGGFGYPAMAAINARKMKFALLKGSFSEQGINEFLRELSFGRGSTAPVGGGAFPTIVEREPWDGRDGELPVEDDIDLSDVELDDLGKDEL
# E-sel inducer: E-selectin induction in HUVECs, primary screen, imaging, HUVEC, immunofluorescence imaging, single point; P16581; normalized: neutral wells 0, TNF-alpha wells 100; activation, % at 7.58 µM; hit rate 0.37% among 260,000; AID 686992, 2013;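 active = mean E-selectin-positive cell signal at least 10% of the positive control, reached in at least 60% of replicates, without over 20% cell loss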;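 also: in these data hits start at about 27%; measured in HUVEC primary endothelial cells; signal is the percent of cells scored E-selectin positive by PE staining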
#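 Test system – human umbilical vein endothelial cells (HUVEC), E-selectin induction · Input – 3,000 HUVEC seeded per well · Buffer or medium – EGM-2, gelatin · Compound dosing – single-point compound dose · Detection – immunofluorescence imaging · Measure – percent E-selectin-positive cells · Controls – TNF-alpha high, DMSO low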
# Active calls of the source: *; . = not tested or not shown.
1. O=C(NCc1ccccc1)C(c1ccccc1)n1c(=O)c(-c2cc3ccccc3[nH]2)nc2ccccc21 (centres undefined)
2. COC(=O)c1cc(C(=O)CC(C)C)c[nH]1
3. O=C(CSc1nnc2ccc(-c3ccccc3)nn12)NCC1CCCO1 (centres undefined)
4. C[C@H](CO)N1C[C@H](C)[C@H](CN(C)S(=O)(=O)c2ccccc2)Oc2c(NC(=O)c3ccncc3)cccc2C1=O
5. O=C(COC(=O)c1c(F)cccc1F)NC(=O)NCc1ccccc1
6. COc1ccccc1CNC(=O)C[C@H]1CC[C@H]2[C@H](COc3ccc(NC(C)=O)cc3C(=O)N2C)O1

entry no.	1	2	3	4	5	6
RAD52 inh	-35	-8	-10	-5	-10	.
Xi reactivation	0.0	0.1	0.0	-0.9	-0.1	0.0
RAD54 inh	.	3	.	-3	4	-2
S100A4 MyoIIA	1	-2	-2	9	0	.
esBAF inh	.	2	.	1	-1	5
ERAP1 HTS inh	.	0	7	-4	0	.
ERp5 inh	2	0	2	-1	-3	.
E-sel inducer	0.1	.	0.2	-6.1	-0.1	-0.3

7. COc1ccc(C(=O)NCCC2=CCCCC2)cc1OC1CCN(C(C)C)CC1
8. C=C(C)c1cccc(C(C)(C)NC(=O)NNC(=O)c2ccccc2O)c1
9. COc1ccc(-c2nc(NC(=O)CSc3nnc(C)s3)ns2)cc1
10. COC(=O)c1c(NC(=O)c2ccco2)sc2c1CC(C)(C)NC2(C)C
11. CC(=O)N1CCN(S(=O)(=O)c2cccc(C(=O)OCC(=O)N(CCC#N)c3ccc(F)cc3)c2)CC1
12. CCOc1ccc(S(=O)(=O)NNS(=O)(=O)c2ccc(C)cc2C)cc1

entry no.	7	8	9	10	11	12
RAD52 inh	-16	-7	-35	-12	1	-14
Xi reactivation	0.0	0.1	.	0.1	0.0	0.1
RAD54 inh	-1	.	3	-2	-12	21
S100A4 MyoIIA	1	-1	-1	24	6	-2
esBAF inh	60*	0	14	2	-1	-4
ERAP1 HTS inh	1	-3	-8	6	19	2
ERp5 inh	-11	2	4	0	0	-1
E-sel inducer	.	0.0	.	-0.1	0.6	1.3

13. O=C(CN1C(=O)COc2ccc(Cl)cc21)N1CCCCC1
14. COc1ccc(NC(=O)N[C@H]2CC[C@@H](CCNC(=O)CN3CCOCC3)O[C@H]2CO)cc1
15. C[C@@H]1CN([C@H](C)CO)C(=O)c2cc(NC(=O)C3CC3)ccc2O[C@H]1CN(C)Cc1ccc(Cl)c(Cl)c1
16. Cc1ccc(NS(=O)(=O)c2ccc(NC(=O)C3CC3)cc2)cc1C
17. O=C(COC(=O)C1CC(O)CN1S(=O)(=O)c1ccc(Cl)cc1)c1ccccc1 (centres undefined)
18. CC(Oc1ccc(-c2nnco2)cc1)C(=O)N1CCOCC1 (centres undefined)

entry no.	13	14	15	16	17	18
RAD52 inh	-8	-11	4	6	-18	-3
Xi reactivation	0.3	0.4	0.1	0.2	0.2	-0.1
RAD54 inh	-9	4	11	7	3	-1
S100A4 MyoIIA	-6	-27	-8	-8	11	-3
esBAF inh	-3	3	-5	7	.	-6
ERAP1 HTS inh	1	2	-2	1	2	-3
ERp5 inh	-12	7	-2	-11	0	5
E-sel inducer	-0.1	1.9	0.6	.	4.5	-0.1

19. Cc1ccc(N(CC(=O)NC(C)(C)C)C(=O)CNC(=O)c2cccs2)cc1
20. CC(C)C#Cc1cnc2c(c1)C(=O)N([C@H](C)CO)C[C@H](C)[C@@H](CN(C)C(=O)c1cccnc1)O2
21. Cc1ccc(-c2cc(-c3ccccc3[N+](=O)[O-])[nH]n2)c(O)c1
22. CCN(CC(=O)NCc1ccc(F)cc1)C(=O)C1CC1C (centres undefined)
23. COC(=O)c1sc(-c2ccc(Cl)cc2)cc1NC(=O)c1ccccc1C(=O)O
24. O=C(O)c1ccc(NC(=S)NCc2ccccc2)cc1

entry no.	19	20	21	22	23	24
RAD52 inh	-9	-10	-8	-4	3	-1
Xi reactivation	0.0	-0.9	.	0.1	-0.1	0.0
RAD54 inh	.	-18	11	1	.	1
S100A4 MyoIIA	1	55	-1	-2	-7	3
esBAF inh	.	-19	70*	-5	.	-6
ERAP1 HTS inh	0	-1	0	-1	-2	-5
ERp5 inh	-3	1	2	2	6	1
E-sel inducer	.	-0.1	.	.	0.6	.

25. C[C@H](CO)N1C[C@H](C)[C@H](CN(C)S(C)(=O)=O)Oc2ncc(C#Cc3ccc(C(F)(F)F)cc3)cc2C1=O
26. CCOC(=O)[C@@H]1[C@H]2COc3ccccc3[C@@H]2N2C(=O)N(c3ccc(Br)cc3)C(=O)[C@@]12C
27. NC(=O)c1ccc(NC(=O)c2ccc3c(c2)CCN3S(=O)(=O)c2ccccc2)cc1
28. Nc1ncnc2c1ncn2C1OC(CO)CC1O (centres undefined)
29. COC(=O)/C=C/c1oc2ccccc2c1C
30. CCN(CC)S(=O)(=O)c1ccc(-c2nnc(SCC(=O)Nc3ccc4c(c3)OCO4)o2)cc1

entry no.	25	26	27	28	29	30
RAD52 inh	-3	-17	-19	-4	-5	4
Xi reactivation	-0.4	.	0.0	.	0.1	.
RAD54 inh	-3	-8	-4	.	.	.
S100A4 MyoIIA	5	-12	1	1	4	1
esBAF inh	-7	-16	10	.	1	.
ERAP1 HTS inh	0	-6	-1	0	-2	10
ERp5 inh	-3	-1	-4	2	3	8
E-sel inducer	-0.5	0.1	.	.	.	.

31. Cc1cc(C(=O)CN2C(=O)C(=O)N(CCC3=CCCCC3)C2=O)c(C)n1C
32. O=C(Nc1cc(S(=O)(=O)N2CCOCC2)ccc1N1CCCC1)c1ccccc1C(F)(F)F
33. O=c1c2c(-c3ccc(Cl)cc3)csc2ncn1/N=C/c1cccc([N+](=O)[O-])c1O
34. CCCC#Cc1cnc2c(c1)C(=O)N([C@H](C)CO)C[C@H](C)[C@H](CN(C)Cc1cccnc1)O2
35. COc1ccc(C(=O)C2CCCN(C3Cc4ccccc4C3)C2)cc1OC (centres undefined)
36. COC(=O)Nc1cc(C)n(-c2ccccc2)n1

entry no.	31	32	33	34	35	36
RAD52 inh	-4	-6	-27	5	-17	-8
Xi reactivation	-0.1	0.0	0.0	-0.9	-0.1	0.1
RAD54 inh	14	.	.	-5	.	.
S100A4 MyoIIA	41	-5	-2	14	3	-2
esBAF inh	-2	.	.	2	.	.
ERAP1 HTS inh	2	3	0	1	-1	1
ERp5 inh	0	0	2	-2	-8	1
E-sel inducer	0.2	-2.9	.	0.3	-0.1	0.8

# Whole records from above. Values in the order: RAD52 inh | Xi reactivation | RAD54 inh | S100A4 MyoIIA | esBAF inh | ERAP1 HTS inh | ERp5 inh | E-sel inducer
# Entry for `COc1ccc(C(=O)C2CCCN(C3Cc4ccccc4C3)C2)cc1OC` (centres undefined) : -17 | -0.1 | . | 3 | . | -1 | -8 | -0.1
# Entry for `Cc1cc(C(=O)CN2C(=O)C(=O)N(CCC3=CCCCC3)C2=O)c(C)n1C` : -4 | -0.1 | 14 | 41 | -2 | 2 | 0 | 0.2
# Entry for `COC(=O)Nc1cc(C)n(-c2ccccc2)n1` : -8 | 0.1 | . | -2 | . | 1 | 1 | 0.8

# The results go on.
37. C=CC[C@@H](CC(=O)N(CCO)Cc1ccccc1)C(=O)N[C@H](C)COC(=O)[C@@H](CC=C)Cc1ccc(F)cc1
38. COc1ccc(CCNC(=O)c2cc3sccc3n2C)cc1OC
39. CCC(=O)N(C)C[C@@H]1Oc2cc(-c3ccc(C)cc3)ccc2S(=O)(=O)N([C@H](C)CO)C[C@H]1C
40. COc1cccc(NC(=O)Cn2c(=O)n(C)c(=O)c3sc4c(c32)COC(C)(C)C4)c1
41. c1ccc(C2=Nc3cccnc3C(c3ccccc3)=NN2)cc1
42. COCCNC(=O)C1CCN(S(=O)(=O)c2c(C)noc2/C=C/c2cccs2)CC1

entry no.	37	38	39	40	41	42
RAD52 inh	2	-32	-12	-10	-18	-4
Xi reactivation	0.1	.	-1.2	0.1	0.1	4.6
RAD54 inh	-8	-3	-2	-4	-5	.
S100A4 MyoIIA	-3	-4	-18	-5	1	2
esBAF inh	6	5	-4	9	7	.
ERAP1 HTS inh	8	2	1	1	-1	-2
ERp5 inh	-3	3	.	2	-3	1
E-sel inducer	0.0	.	0.1	.	.	.

43. C[C@H]1CN([C@@H](C)CO)C(=O)Cc2cc(NS(=O)(=O)c3cn(C)cn3)ccc2O[C@H]1CN(C)C(=O)Nc1cccc2ccccc12
44. CCN(C[C@H]1N[C@@](CC)(C(=O)OC)[C@H]2C(=O)N(Cc3ccccc3)C(=O)[C@@H]12)S(=O)(=O)c1ccc(F)cc1
45. COCC#Cc1ccc([C@H]2[C@@H](CO)N3CCCCN(C(=O)COC)C[C@@H]23)cc1
46. O=C(Nc1ccccn1)C1CCN(C(=O)c2ccc(F)cc2)CC1
47. COc1ccc(S(=O)(=O)N(C)CC(=O)NCCN2CCOCC2)cc1
48. CCOC(=O)c1cccc(NC(=O)CCNS(=O)(=O)c2cc(Br)cnc2N)c1

entry no.	43	44	45	46	47	48
RAD52 inh	-11	-30	-8	-15	-7	-6
Xi reactivation	0.0	0.6	0.0	0.2	0.0	0.2
RAD54 inh	-5	-8	-1	3	7	-4
S100A4 MyoIIA	7	0	-4	11	-1	-1
esBAF inh	4	-3	.	-1	-2	-1
ERAP1 HTS inh	1	12	-2	1	0	-3
ERp5 inh	-1	-3	-4	-11	-4	8
E-sel inducer	1.2	2.6	0.0	.	-0.1	0.8

49. COc1ccc(C(=O)N2N=C(c3ccccc3)CC2(O)C(F)(F)F)cc1 (centres undefined)
50. Cc1cc(C)c(OCC(=O)OCC(=O)NNC(=O)c2ccccc2F)c(C)c1
51. Cc1ccc(CN2CC(C(=O)Nc3ncc(C)s3)CC2=O)cc1 (centres undefined)
52. COc1ccc(NC(=O)N(C)C[C@H]2OCCCC[C@@H](C)Oc3ccc(NS(=O)(=O)c4cn(C)cn4)cc3C(=O)N([C@@H](C)CO)C[C@@H]2C)cc1
53. CCc1nc2ccc(C(=O)Nc3cc(-c4ccccc4)ccc3OC)cn2c1N(CC)CC(=O)N(C)C
54. C/C(CS(=O)(=O)c1ccccc1)=N\O
55. Cc1ccc(C(C(=O)NC(C)(C)C)N(Cc2ccc3c(c2)OCO3)C(=O)c2ccc(CN3CCOCC3)o2)o1 (centres undefined)
56. O=C(C[C@@H]1CC[C@H](NC(=O)C2CCC2)[C@@H](CO)O1)NCc1ccncc1
57. COc1ccc(-c2c([C@H]3[C@H]4C=CC[C@@H](C)[C@@H]4C(=O)N3Cc3ccccc3)ccc3ccccc23)cc1OC

entry no.	49	50	51	52	53	54	55	56	57
RAD52 inh	-7	-13	-8	-5	-51	-10	-17	-7	-10
Xi reactivation	0.6	1.3	2.6	0.0	0.0	0.0	0.1	0.0	0.1
RAD54 inh	.	-9	3	-6	5	.	.	-2	-4
S100A4 MyoIIA	1	3	-9	-28	1	-1	-2	-10	4
esBAF inh	.	-3	.	-7	20	.	.	-3	-26
ERAP1 HTS inh	.	1	0	4	-3	0	-3	1	3
ERp5 inh	-5	-8	11	22	-6	-6	-18	-6	2
E-sel inducer	-2.8	.	-1.1	0.6	-0.3	3.8	0.0	0.1	-0.2

# High-throughput results (PubChem)
